GLP1R inv ag = qHTS of GLP-1 Receptor Inverse Agonists (Inhibition Mode); Glucagon-like peptide 1 receptor (Homo sapiens), P43220; HEK293 GLP-1R CRE-luciferase, luminescence, 24 h; GLP-1R form is constitutively active; Potency, µM (series often up to 38.3 µM), without a hit: top-dose activity change, negative = inhibition, usual class: inhibitors; 410,000 compounds, 1.6% hits; AID 624417, 2012; further: on the % scale 0 is the no-effect control and ±100 the full control effect; nearly all actives have a fitted effect of over 55% in size
Target sequence (P43220 whole entry, looked up): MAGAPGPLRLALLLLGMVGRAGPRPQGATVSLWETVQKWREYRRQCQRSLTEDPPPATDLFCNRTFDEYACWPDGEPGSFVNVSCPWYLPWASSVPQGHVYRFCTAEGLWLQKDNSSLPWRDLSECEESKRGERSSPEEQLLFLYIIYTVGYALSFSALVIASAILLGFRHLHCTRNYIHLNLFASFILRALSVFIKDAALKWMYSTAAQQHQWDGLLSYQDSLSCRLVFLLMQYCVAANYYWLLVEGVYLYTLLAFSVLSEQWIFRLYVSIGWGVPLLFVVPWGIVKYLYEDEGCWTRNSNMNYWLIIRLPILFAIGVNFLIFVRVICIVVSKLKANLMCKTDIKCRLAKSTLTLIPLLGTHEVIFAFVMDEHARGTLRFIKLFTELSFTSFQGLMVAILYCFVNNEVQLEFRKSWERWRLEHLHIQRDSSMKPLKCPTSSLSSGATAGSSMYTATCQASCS
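Using stably transfected HEK293 (constitutively active GLP-1R, cAMP-luciferase reporter), compounds were incubated 24 hr and luciferase measured by luminescence.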
HT1080-NT tox = qHTS for induction of synthetic lethality in tumor cells producing 2HG: qHTS for the HT-1080-NT fibrosarcoma cell line; HT-1080-NT fibrosarcoma viability, CellTiter-Glo ATP luminescence, 48 h; Potency, µM (highest dose often 46.1 µM), inactives show top-dose activity, negative = less viability, most hits filed as cytotoxic; 360,000 compounds, 1.6% hits;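 further: NT is the 2HG producing partner of a matched IDH1 knockdown line; 0% = DMSO-treated cells and -100% = media-only wells without cells; nearly all actives have a fitted effect of over 55% in size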
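750 cells/well, RPMI + 5% FBS; 2 h settle, compound pin-transfer, 48 h at 37 degrees C. CellTiter-Glo 10 min RT, luminescence. Normalized to DMSO and media-only wells.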
GLP1R cytotox = qHTS of GLP-1 Receptor Inverse Agonists: Cytotox Screen. 410,000 compounds, 0.13% hits. Potency, µM (titrated, usually from 38.3 µM), for the others: top-dose activity change, negative = inhibition, most hits filed as inhibitors. HEK293 cAMP-luciferase reporter cells, luminescence, 24 h;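 further: loss of luciferase light is scored as toxicity; on the % scale 0 is the no-effect control and ±100 the full control effect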
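Here, cytotoxicity is scored as loss of luminescence. The MLSMR collection was tested on cells seeded in medium containing 10% Nu serum, with a 24 hr compound exposure preceded by 12 hours of culture.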
GLP1R ag = qHTS of GLP-1 Receptor Agonists; HEK293 GLP-1R CRE-luciferase, luminescence, 4-6 h; cells express a hypersensitive GLP-1R form; Potency, µM (doses to about 45.6 µM), without a hit: top-dose activation, most hits filed as activators; 380,000 compounds, 0.007% hits; AID 624172, 2012; further: % of control where 0% means no effect
HT1080 IDH1KD tx = qHTS for induction of synthetic lethality in tumor cells producing 2HG: qHTS for the HT-1080-IDH1KD cell line | Potency, µM (highest dose often 46.1 µM), inactives show at the highest dose activity, negative = toxicity, hits mostly cytotoxic | AID 686971, 2013 | HT-1080 IDH1 knockdown viability, ATP luminescence, 48 h | 360,000 compounds, 2% hits;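 further: 0% = DMSO wells and -100% = cell-free medium wells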
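In this qHTS, HT-1080 cells depleted of IDH1 are exposed for 48 h at 37 °C to compound titrations. Toxicity is scored from CellTiter-Glo luminescence, with DMSO as full viability and medium alone as none.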
SW480 rereplic = A quantitative high throughput screen for small molecules that induce DNA re-replication in SW480 colon adenocarcinoma cells. 340,000 compounds, 1.8% hits. SW480 DNA re-replication, Hoechst DNA content imaging, 48 h. Potency, µM (top dose mostly 46.1 µM), for inactives: top-dose re-replication activation, usual class: activators; further: % of control where 0% means no effect; nearly all actives have a fitted effect of over 55% in size
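Hoechst fluorescence of nuclei (405 nm excitation, 500-530 nm emission) measured by plate-scanning imager after 48 hr compound exposure at 37 C; re-replication scored as increased number of nuclei with elevated intensity.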
KB-3-1 cytotox = qHTS assay for MDR1-selective chemotherapeutics: Primary screen using the parental adenocarcinoma cell KB-3-1; KB-3-1 viability, CellTiter-Glo ATP luminescence, 72 h; Potency, µM (titrated, usually from 46.1 µM), for the others: at the top dose activity change, negative = cytotoxic, usual class: cytotoxic; 400,000 compounds, 1.4% hits; further: on the % scale 0 is the no-effect control and ±100 the full control effect; nearly all actives have a fitted effect of over 60% in size
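Multi-concentration cytotoxicity screen in KB-3-1 cells grown in DMEM lacking phenol red with 10% FBS. After 72 h at 37 °C with compound, ATP-dependent luminescence was recorded.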
KB-V1 cytotox = qHTS assay for MDR1-selective chemotherapeutics: Primary screen using the drug-selected MDR subline cells KB-V1. Potency, µM (series often up to 46.1 µM), inactives show at the highest dose activity change, negative = cytotoxicity, actives largely listed as cytotoxic. 400,000 compounds, 3.4% hits. AID 1347076, 2019. KB-V1 MDR cells viability, CellTiter-Glo, 72 h; further: on the % scale 0 is the no-effect control and ±100 the full control effect; nearly all actives have a fitted effect of over 60% in size
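Potencies derive from concentration-effect curves fitted to normalized luminescence (CellTiter-Glo) of KB-V1 cells treated for 72 h at 37 degrees C in phenol-red-free DMEM containing 10% FBS.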
TDP43 rescue = qHTS of TDP-43 Inhibitors. AID 652104, 2013. Potency, µM (top dose mostly 46.1 µM), inactives show at the highest dose growth rescue (activation), most hits filed as activators. TDP-43 expressing yeast growth rescue, BacTiter-Glo, 24 h. 410,000 compounds, 1.8% hits; further: % of control where 0% means no effect; nearly all actives have a fitted effect of over 50% in size
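Cell-based yeast growth screen: TDP-43 expression induced in galactose, inoculum OD600=0.02 after raffinose pregrowth to mid-log. Read-out BacTiter-Glo luminescence at 24 hr, 30 deg C; inhibition of toxicity seen as signal increase.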
An asterisk follows results filed as active; & = joins results of further samples; [ ] = dose if it differs, or a comment. The call rests on the fitted dose curve; in most records, active means well fitted curve in the direction sought with a large enough effect; inconclusive means small, poorly fitted or top-dose-only effect, or another doubt; inactive means no such curve, though single readings can be large; an effect the other way counts as inactive or inconclusive. Potency means the concentration at half of the fitted maximal effect.

C#CCOCCOCCOCCNc1nc(N2CCN(C(=O)C([C@@H](C)O)n3cc([C@@H](N)CCCCN)nn3)CC2)nc(N2CCN(C(=O)[C@H](CCCCN)n3cc(CN)nn3)CC2)n1 (stereo not given in full) was read as GLP1R inv ag 6%, HT1080-NT tox -1%, GLP1R cytotox -5%, GLP1R ag -2%, HT1080 IDH1KD tx -7%, SW480 rereplic -4%, KB-3-1 cytotox 3%, KB-V1 cytotox -18% and TDP43 rescue -16%.
O=C1CNC(=S)N1Cc1cccc(Cl)c1 was read as GLP1R inv ag -5%, HT1080-NT tox -1%, GLP1R cytotox -17%, GLP1R ag 0%, HT1080 IDH1KD tx 0%, SW480 rereplic -14%, KB-3-1 cytotox -2%, KB-V1 cytotox 0% and TDP43 rescue inconclusive.
Screening CC(C)c1nnc(NC(=O)CCC(=O)N2CCN(c3ccc(Cl)cc3)CC2)s1 returned GLP1R inv ag inconclusive, HT1080-NT tox -9%, GLP1R cytotox -8%, GLP1R ag 3%, HT1080 IDH1KD tx -8%, SW480 rereplic -4%, KB-3-1 cytotox -18%, KB-V1 cytotox -24% and TDP43 rescue -6%.
Cc1nc2c3cc(F)ccc3n(Cc3ccccc3)c2s1 was read as GLP1R inv ag inconclusive, HT1080-NT tox inconclusive, GLP1R cytotox -31%, GLP1R ag 34%, HT1080 IDH1KD tx inconclusive, SW480 rereplic inconclusive, KB-3-1 cytotox 16µM*, KB-V1 cytotox inconclusive and TDP43 rescue inconclusive.
For COCc1nc2ccccc2n1CCOc1ccccc1OC the results were GLP1R inv ag 6%, HT1080-NT tox -5%, GLP1R cytotox -14%, GLP1R ag -4%, HT1080 IDH1KD tx -5%, SW480 rereplic -8%, KB-3-1 cytotox -7%, KB-V1 cytotox -4% and TDP43 rescue 19%.
For N#Cc1cnc(Oc2ccc(Cl)cc2)nc1N the results were GLP1R inv ag 3%, HT1080-NT tox 15%, GLP1R cytotox -13%, GLP1R ag -3%, HT1080 IDH1KD tx 12%, SW480 rereplic 5%, KB-3-1 cytotox inconclusive, KB-V1 cytotox 3% and TDP43 rescue 18%.
NC(=O)c1ccc(NC(=O)COC(=O)c2ccc3ccccc3n2)cc1 was read as GLP1R inv ag 9%, HT1080-NT tox 10%, GLP1R cytotox -6%, GLP1R ag 8%, HT1080 IDH1KD tx -1%, SW480 rereplic -6%, KB-3-1 cytotox -3%, KB-V1 cytotox 5% and TDP43 rescue -5%.
Screening CCCCN(CCO)c1ncnc2sc(-c3ccccc3)cc12 returned GLP1R inv ag 37%[activator], HT1080-NT tox -26%, GLP1R cytotox 1%, GLP1R ag inconclusive, HT1080 IDH1KD tx inconclusive, SW480 rereplic inconclusive, KB-3-1 cytotox -3%, KB-V1 cytotox -8% and TDP43 rescue 22%.
CCCCCC/C(C)=C1/SC(=S)NC1=O was read as GLP1R inv ag inconclusive, HT1080-NT tox -18%, GLP1R cytotox -14%, GLP1R ag -26%, HT1080 IDH1KD tx -13%, SW480 rereplic 1%, KB-3-1 cytotox -26%, KB-V1 cytotox inconclusive and TDP43 rescue inconclusive.
COc1cccc(CNn2cnnc2)c1OCc1ccc(F)cc1 was read as GLP1R inv ag -2%, HT1080-NT tox 9%, GLP1R cytotox 5%, GLP1R ag -2%, HT1080 IDH1KD tx 15%, SW480 rereplic -5%, KB-3-1 cytotox 10%, KB-V1 cytotox 1% and TDP43 rescue 12%.
`COCCN(C(=O)c1ccc(-c2ccc(Cl)cc2)o1)c1c(N)n(Cc2ccccc2)c(=O)[nH]c1=O` gave GLP1R inv ag -27%, HT1080-NT tox 10%, GLP1R cytotox 7%, GLP1R ag -12%, HT1080 IDH1KD tx 2%, SW480 rereplic -5%, KB-3-1 cytotox -1%, KB-V1 cytotox 5% and TDP43 rescue 9%.
Cc1cc(-c2nnc(SCC(=O)Nc3nccs3)o2)no1 was read as GLP1R inv ag -3%, HT1080-NT tox -2%, GLP1R cytotox -12%, GLP1R ag -1%, HT1080 IDH1KD tx 2%, SW480 rereplic -7%, KB-3-1 cytotox 9%, KB-V1 cytotox -5% and TDP43 rescue -4%.
`N#CC1=C(Nc2ccccc2Cl)SC(c2ccncc2)NC1=O` (stereo not given) gave GLP1R inv ag 13%, HT1080-NT tox 16%, GLP1R cytotox 1%, GLP1R ag -4%, HT1080 IDH1KD tx 24%, KB-3-1 cytotox 4%, KB-V1 cytotox -4% and TDP43 rescue inconclusive.
For CCCOc1cc(CC(=O)NCc2ccco2)ccc1OC the results were GLP1R inv ag 3%, HT1080-NT tox -3%, GLP1R cytotox 57%[activator], GLP1R ag 5%, HT1080 IDH1KD tx 2%, SW480 rereplic -9%, KB-3-1 cytotox 14%, KB-V1 cytotox 7% and TDP43 rescue 6%.
For CC(C)c1cc(NC(=O)CSc2nnc(-c3ccccc3F)n2C)on1 the results were GLP1R inv ag -6%, HT1080-NT tox 2%, GLP1R cytotox 1%, GLP1R ag 9%, HT1080 IDH1KD tx 7%, SW480 rereplic -3%, KB-3-1 cytotox 5%, KB-V1 cytotox inconclusive and TDP43 rescue 0%.
`CCOC(=O)c1ccc(N=C2SC(C(=O)Nc3ccc(C(=O)O)cc3)CC(=O)N2Cc2cccs2)cc1` (stereo not given) gave GLP1R inv ag inconclusive, HT1080-NT tox -18%, GLP1R cytotox -9%, GLP1R ag 4%, HT1080 IDH1KD tx inconclusive, SW480 rereplic 0%, KB-3-1 cytotox -14%, KB-V1 cytotox -2% and TDP43 rescue -11%.
For Nn1c(SCC(=O)NCC2CCCO2)nnc1-c1ccc(OC(F)F)cc1 (stereo not given) the results were GLP1R inv ag inconclusive, HT1080-NT tox -4%, GLP1R cytotox -11%, GLP1R ag 15%, HT1080 IDH1KD tx 3%, SW480 rereplic -6%, KB-3-1 cytotox -3%, KB-V1 cytotox -20% and TDP43 rescue -25%.
O=C1CCC2(C(=O)O)Sc3ccccc3N12 (stereo not given) was read as GLP1R inv ag 4%, HT1080-NT tox 4%, GLP1R cytotox -7%, GLP1R ag -9%, HT1080 IDH1KD tx 0%, SW480 rereplic -3%, KB-3-1 cytotox 12%, KB-V1 cytotox 2% and TDP43 rescue 4%.
NC(=O)CSc1nnc(-c2ccc(S(=O)(=O)N3CCCC3)cc2)o1 was read as GLP1R inv ag 3%, HT1080-NT tox 6%, GLP1R cytotox 1%, GLP1R ag -1%, HT1080 IDH1KD tx 12%[9.24 µM], SW480 rereplic 2%, KB-3-1 cytotox 14%, KB-V1 cytotox 19% and TDP43 rescue -10%.
For CCNC(=O)n1cc(-n2cncn2)c(-c2ccccc2)n1 the results were GLP1R inv ag 11%, HT1080-NT tox -4%, GLP1R cytotox 1%, GLP1R ag 7%, HT1080 IDH1KD tx -9%, SW480 rereplic 3%, KB-3-1 cytotox 12%, KB-V1 cytotox inconclusive and TDP43 rescue -13%.

Next part; it opens with the 3 that closed the last part.
O=C1CCC2(C(=O)O)Sc3ccccc3N12 (stereo not given) was read as GLP1R inv ag 4%, HT1080-NT tox 4%, GLP1R cytotox -7%, GLP1R ag -9%, HT1080 IDH1KD tx 0%, SW480 rereplic -3%, KB-3-1 cytotox 12%, KB-V1 cytotox 2% and TDP43 rescue 4%.
NC(=O)CSc1nnc(-c2ccc(S(=O)(=O)N3CCCC3)cc2)o1 was read as GLP1R inv ag 3%, HT1080-NT tox 6%, GLP1R cytotox 1%, GLP1R ag -1%, HT1080 IDH1KD tx 12%[9.24 µM], SW480 rereplic 2%, KB-3-1 cytotox 14%, KB-V1 cytotox 19% and TDP43 rescue -10%.
For CCNC(=O)n1cc(-n2cncn2)c(-c2ccccc2)n1 the results were GLP1R inv ag 11%, HT1080-NT tox -4%, GLP1R cytotox 1%, GLP1R ag 7%, HT1080 IDH1KD tx -9%, SW480 rereplic 3%, KB-3-1 cytotox 12%, KB-V1 cytotox inconclusive and TDP43 rescue -13%.
`CCOC(=O)CC(NC(=O)CCc1c(C)nc2ncnn2c1C)c1ccc(C)cc1` (stereo not given) gave GLP1R inv ag 16%&5%, HT1080-NT tox 1%, GLP1R cytotox 2%&-3%, GLP1R ag 7%&-1%, HT1080 IDH1KD tx 7%, SW480 rereplic -1%, KB-3-1 cytotox inconclusive, KB-V1 cytotox 15%&0% and TDP43 rescue -11%[0.397 µM].
`c1cc2c(cc1-n1cnnn1)OCO2` gave GLP1R inv ag 25%, HT1080-NT tox 27%, GLP1R cytotox -2%, GLP1R ag 2%, HT1080 IDH1KD tx 19%, SW480 rereplic 1%, KB-3-1 cytotox 0%, KB-V1 cytotox inconclusive and TDP43 rescue 12%.
`Cn1c(=O)n(C)c2cc(CNCc3ccc(F)cc3)ccc21` gave GLP1R inv ag -3%, GLP1R cytotox 1%, KB-3-1 cytotox -2%, KB-V1 cytotox -6% and TDP43 rescue 24%[9.22 µM].
For COc1ccccc1-c1cc(C(=O)Nc2cc(Cl)ccc2O)no1 the results were GLP1R inv ag 15%, GLP1R cytotox -11%, KB-3-1 cytotox 4%, KB-V1 cytotox inconclusive and TDP43 rescue 12%.
Cc1cc(C)nc(-n2nc(C)c(C3(O)C(=O)Nc4ccccc43)c2N)n1 (stereo not given) was read as GLP1R inv ag 0%, HT1080-NT tox 2%, GLP1R cytotox -12%, GLP1R ag -1%, HT1080 IDH1KD tx 4%[9.24 µM], SW480 rereplic -7%, KB-3-1 cytotox 7%, KB-V1 cytotox 0% and TDP43 rescue 1%.

Screens from PubChem BioAssay.
